From PubChem
OX1R FRET antag = antagonists of human orexin 1 receptor (OX1R); OX1R-expressing cells, FRET antagonist read-out; actives 1.8% (n = 330,000); inhibition, % at 6.6 µM; in the data active means inhibition mostly above about 38%, no sharp cut-off; inactive means mostly below about 40%;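 further: 0% = agonist challenge alone and 100% = reference antagonist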
Target sequence (O43613 whole entry, looked up): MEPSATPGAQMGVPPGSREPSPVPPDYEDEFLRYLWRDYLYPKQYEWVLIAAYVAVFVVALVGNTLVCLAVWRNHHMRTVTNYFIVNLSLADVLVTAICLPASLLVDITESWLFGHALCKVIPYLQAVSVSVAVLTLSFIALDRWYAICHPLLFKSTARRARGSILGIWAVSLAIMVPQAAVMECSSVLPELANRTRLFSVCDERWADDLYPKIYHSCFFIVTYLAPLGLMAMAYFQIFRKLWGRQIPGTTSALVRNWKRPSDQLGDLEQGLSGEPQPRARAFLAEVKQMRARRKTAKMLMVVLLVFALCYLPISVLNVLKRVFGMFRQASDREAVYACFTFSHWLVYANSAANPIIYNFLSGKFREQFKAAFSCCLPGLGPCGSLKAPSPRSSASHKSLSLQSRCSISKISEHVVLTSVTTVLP
STK33 kinase inh = inhibitors of purified STK33 kinase, primary screen, biochemical, ADP-Glo luminescence, homogeneous, cell-free; Serine/threonine-protein kinase 33 (Homo sapiens), Q9BYT3; MBP phosphorylation; inhibition, % at 10 µM; actives 0.073% (n = 320,000); AID 2661, 2010;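 active means inhibition at or above 25%, using the most active replicate where run in duplicate; inactive means inhibition below 25%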
Target sequence (Q9BYT3 whole entry, looked up): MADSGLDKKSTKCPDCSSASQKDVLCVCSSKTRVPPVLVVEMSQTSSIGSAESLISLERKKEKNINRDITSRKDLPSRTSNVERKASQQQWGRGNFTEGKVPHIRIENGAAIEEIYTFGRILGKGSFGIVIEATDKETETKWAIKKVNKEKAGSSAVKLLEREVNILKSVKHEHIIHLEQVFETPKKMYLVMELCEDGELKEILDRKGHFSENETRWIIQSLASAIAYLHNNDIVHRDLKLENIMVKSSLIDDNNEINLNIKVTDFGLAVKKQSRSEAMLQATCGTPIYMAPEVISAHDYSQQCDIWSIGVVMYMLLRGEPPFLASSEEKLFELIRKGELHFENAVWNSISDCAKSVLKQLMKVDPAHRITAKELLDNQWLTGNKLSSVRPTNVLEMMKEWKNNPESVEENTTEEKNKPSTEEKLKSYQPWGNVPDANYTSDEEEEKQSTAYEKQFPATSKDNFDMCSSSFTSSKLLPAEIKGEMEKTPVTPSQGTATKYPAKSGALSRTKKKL
* marks the source's active call; other numbers are inactive results; . = no result given; & = joins results of further samples.

SMILES | OX1R FRET antag | STK33 kinase inh
O=c1oc2ccccc2n1Cc1ccccc1Cl | 12.9 | -1.1
COc1ccc(-c2nc(CN(CC3CCC(=O)N3)C(C)C)c(C)o2)c(C)c1C (stereo unspecified) | 7.7 | 0.0
O=C(CCc1ccc(S(=O)(=O)N2CCOCC2)cc1)N/N=C/c1cccc(O)c1 | 6.9 | -0.5
NNC(=S)Nc1ccc(Cl)cc1 | 10.0 | -0.3
CCN(CC)Cc1cc(Nc2ccnc3cc(Cl)ccc23)ccc1O | 18.5&18.7 | 1.0&-0.4
CC(=O)c1sc(NC(=O)c2cc(=O)c3ccccc3o2)nc1C | 50.9 | -1.0
Cc1ccc(C(=O)NCC(=O)NC2CC2)cc1 | -0.7 | -0.1
Cn1c(=O)n(CC(=O)Nc2ccccc2)c2ccccc21 | -2.7 | -0.7
CC1CCN(CCCNS(=O)(=O)c2ccc3c(c2)CCN3C(=O)C2CC2)CC1 | 10.8 | 1.8
Cc1c(CCO)c(=O)n(-c2ccccc2)n1S(=O)(=O)c1c(Cl)cc(Cl)cc1Cl | 1.8 | -0.9
CCOC(=O)c1cc(NC(=O)c2cnccn2)cc(C(=O)OCC)c1 | 2.9 | -0.6
Cc1ccc(NC(=O)c2cc(=O)n(Cc3ccccc3)c(=O)[nH]2)cc1C | 24.9 | 0.0
C[C@H](NC(=O)N1CCn2c1nc1ccccc12)C(=O)N1CCCCC1 | 2.3 | -1.0
Cc1ccc(S(=O)(=O)Nc2ccc(N3CCN(C)CC3)nc2)cc1 | 24.1 | -0.6
O=C1CS/C(=N\C(=O)N2c3ccccc3Sc3ccccc32)N1 | 10.7 | 0.4
Cc1cc(Nc2cccc(Cl)c2)n2ncnc2n1 | 8.8 | -0.4
O=C(Nc1ccc(S(=O)(=O)Nc2nccs2)cc1)c1c(F)c(F)c(F)c(F)c1F | 11.8 | -0.3
O=C(Cc1ccc([N+](=O)[O-])cc1)Nc1ccc2c(c1)C(=O)NC2=O | 26.4 | 2.9
CC1CCCC(C)N1C(=O)COC(=O)CNC(=O)C12CC3CC(CC(C3)C1)C2 (stereo unspecified) | 3.9 | -2.1
CC(C)C[C@H](N)C(=O)N1CCC(C(=O)N[C@H](C(=O)NC(C)c2ccccc2)C(C)C)CC1 (stereo partly specified) | 14.7 | -1.6
CSc1ccc(NC(=O)NCCN2CCc3ccccc3C2)cc1 | 4.9 | -1.0
COCCOc1cc(NC(=O)c2ccccc2)c(Cl)cc1Cl | 22.3 | -1.3
O=C1Cc2cc(S(=O)(=O)N3CCCCC3)ccc2N1 | -3.6 | -0.9
CCOC(=O)C1=C(C)NC(=S)NC1c1cccs1 (stereo unspecified) | 13.0 | 0.0
Cc1ccc(Nc2ncnc3sccc23)c(C)c1 | 10.8 | -3.7

Brought forward from above: six entries, followed by the next part.
SMILES | OX1R FRET antag | STK33 kinase inh
CC(C)C[C@H](N)C(=O)N1CCC(C(=O)N[C@H](C(=O)NC(C)c2ccccc2)C(C)C)CC1 (stereo partly specified) | 14.7 | -1.6
CSc1ccc(NC(=O)NCCN2CCc3ccccc3C2)cc1 | 4.9 | -1.0
COCCOc1cc(NC(=O)c2ccccc2)c(Cl)cc1Cl | 22.3 | -1.3
O=C1Cc2cc(S(=O)(=O)N3CCCCC3)ccc2N1 | -3.6 | -0.9
CCOC(=O)C1=C(C)NC(=S)NC1c1cccs1 (stereo unspecified) | 13.0 | 0.0
Cc1ccc(Nc2ncnc3sccc23)c(C)c1 | 10.8 | -3.7
CCOc1ccc(-c2nc(CN(Cc3ccccc3)C[C@@H]3CCC(=O)N3)c(C)o2)cc1 | 15.9 | 0.8
CC(C)N(C(=O)[C@H]1C[C@H](CC(=O)NC(C)(C)C)C(=O)N2CCc3c([nH]c4cc(CCC(=O)N(C)C)ccc34)[C@]12C)C(C)C | 4.0 | .
C/C(=N\NC(=O)c1nnn(-c2nonc2N)c1-c1ccc2c(c1)OCO2)c1cccs1 | -1.9 | -0.8
C=CCNC(=S)Nc1cc(C)ccn1 | 16.8 | .
Cc1cc(NC(=O)c2ccoc2C)no1 | 11.5 | 5.4
O=C(COC(=O)C1(c2ccc(F)cc2)CCCC1)N1CCNC1=O | 6.9 | -0.2
CC1CCN(C(=O)Cn2cc3c(n2)CCCC3)CC1 | 4.2 | -0.6
COc1cc2c(cc1OC)C(c1ccccc1)N(C(=O)c1ccccc1F)CC2 (stereo unspecified) | -0.4 | -0.1
CCn1c(CNC(=O)c2ccc(OC)c(OC)c2)nnc1SCC(=O)c1ccc(OC)cc1 | 23.1 | 1.4
CCC1CCCCN1C(=O)CCS(=O)(=O)c1ccccc1 (stereo unspecified) | 25.0 | -2.3
CC1CN(C2=NC(=O)/C(=C/c3ccncc3)S2)CC(C)O1 (stereo unspecified) | 34.1* | -1.3
Cc1nc(CNS(=O)(=O)c2cccnc2)cs1 | 6.3 | -1.0
O=C(N[C@H]1C/C=C\C(c2cccc(F)c2)N(Cc2ccccc2)C(=O)C1)OCC1c2ccccc2-c2ccccc21 (stereo partly specified) | 5.4 | .
COc1ccc(/C=C/C(=O)Nn2cnnc2)cc1 | 7.7 | 0.1
O=c1[nH]nc(Cc2ccc(-c3ccc(Cl)cc3)o2)c2ccccc12 | 29.9 | 0.9
N#CC(Cc1ccccc1)(Cc1ccccc1)C(=O)NN | 9.4 | -0.9
O=C(CCNC(=O)c1ccco1)Nc1cccc(C(F)(F)F)c1 | 7.4 | -1.1
COc1ccc(-c2[nH]ncc2-c2nc(C)cs2)c(O)c1 | 12.2 | -0.6
O=C(CC(CC(=O)c1ccc(Br)cc1)c1cccnc1)c1ccc(Br)cc1 | 13.9 | 0.5
O=C(CSc1cccc[n+]1[O-])NCC1CCCCC1 | 18.7 | -0.1
COc1ccccc1-c1nnc(SCC(=O)c2c(N)n(C3CC3)c(=O)[nH]c2=O)n1C | 2.2 | -0.4
CN(C)CCCN(C(=O)c1ccco1)c1nc2cc3c(cc2s1)OCO3 | 8.2 | 0.2
COc1ccc(Cn2c(=O)[nH]c3cc(C(=O)NCCCOC(C)C)ccc3c2=O)cc1 | 15.0 | -1.8
COc1ccc(/C=C/C(=O)Nc2sc3c(c2C(=O)NCc2cccnc2)CCCC3)cc1 | 9.1 | -0.1
Cc1ccc(NCc2ccc(C)s2)cc1 | -4.5 | 0.2
SMILES | OX1R FRET antag | STK33 kinase inh
O=C(NCCN1CCOCC1)c1ccncc1 | 3.9 | -4.5
CCOC(=O)c1c(-c2ccc(C)o2)csc1NC(=O)CSc1nnnn1-c1ccccc1 | 12.3 | -0.2
CCC(O)C(C)(C)C (stereo unspecified) | 0.9 | -2.3
Cc1ccc(S(=O)(=O)N2CCN(C(=O)CC(C)n3cncn3)CC2)cc1C (stereo unspecified) | 16.6 | 0.7
COCCNC(=O)c1ccc2c(c1)S(=O)(=O)c1ccccc1C2=O | 85.8* | 1.5
CC1Oc2ccccc2N(CC(=O)Nc2ccc(F)cc2)C1=O (stereo unspecified) | 10.1 | -3.1
CCOc1ccc(-n2nc3c(=O)n(CCN4CCCCC4)nc(C)c3c2C)cc1 | 12.3 | 0.0
Cc1ccc(C(=O)Nc2nnc(C3=COCCO3)o2)cc1C | 9.9 | -0.4
COc1ccc(OCCCC(=O)Nc2cccc(C(C)=O)c2)cc1 | 2.2 | -2.4
N#Cc1c(N2CCSCC2)nsc1-c1ccccc1Cl | . | 0.0
C[C@H](NC(=O)c1ccccc1Cl)C(=O)OCCOc1ccc(Cl)cc1 | 6.5 | -0.5
CCOc1ccc(S(=O)(=O)N2CCCC(C(=O)N3CCN(c4ccccc4)CC3)C2)cc1 (stereo unspecified) | 33.7 | -3.0
O=C(NNS(=O)(=O)c1ccc2ccccc2c1)c1cccs1 | 41.1 | -0.2
COc1cccc2c(=O)n(CC(=O)N3CCN(c4ccccc4)CC3)ccc12 | -0.5 | -2.0
c1ccc(C2=Nc3ccccc3SC2c2nc3ccccc3[nH]2)cc1 (stereo unspecified) | 6.5 | -0.1
CC(=O)Nc1ccc(S(=O)(=O)N2CCC(C(=O)O)CC2)cc1 | 6.6 | -3.6
CCCS(=O)(=O)N1CCCC(C(=O)NCCCN(C)Cc2ccccc2)C1 (stereo unspecified) | 30.5 | -0.7
O=[N+]([O-])c1ccc(S(=O)(=O)N/N=C/c2ccsc2)cc1 | . | -1.2
COCCCN(Cc1ccco1)C(=O)Cn1ncc2c([nH]c3ccccc32)c1=O | 8.1 | -1.4
CN(CC(=O)Nc1ccc(S(=O)(=O)N2CCOCC2)cc1)Cc1ccc(F)cc1 | -1.5 | 0.3
CC(=O)N1CCN(C(=O)c2cccc(S(=O)(=O)N3CCN(c4ccc(F)cc4)CC3)c2)CC1 | 3.5 | .
N#CCCn1c(SCC(=O)Nc2ccc(N3CCOCC3)cc2)nc2ccccc21 | 27.3 | -0.3
N#CCC(=O)Nc1ccc(C(=O)OCC(=O)NNC(=O)c2cccs2)cc1 | 8.4 | 0.4
COc1cc(C)c2c(c1C=O)Oc1c(c(C)c(O)c3c1C(O)OC3=O)OC2=O (stereo unspecified) | 22.4 | 44.4*
CCCCN(C)S(=O)(=O)c1cc2c3c(c1)CCC(=O)N3CCC2 | 11.6 | 5.2
SMILES | OX1R FRET antag | STK33 kinase inh
CC(=O)N(c1nc(CCl)cs1)c1cccc(C)c1C | 3.3 | -0.7
O=C(COC(=O)c1cccc(Oc2ccccc2)c1)NCc1ccco1 | 27.6 | -1.1
CCOC(=O)c1cc(-c2cccnc2)nn1-c1ccccn1 | 23.9 | 0.3
c1ccc(C(c2ccccn2)c2ccccn2)cc1 | 21.4 | 0.2
CCCCC1CC(CSC(=N)N)OC1=O (stereo unspecified) | 8.7 | -0.9
CC1CN(CC(=O)NCc2ccc(Cl)cc2)CC(C)O1 (stereo unspecified) | 12.0 | -0.4
CCC(=O)N1CCN=C1SCc1c(F)cccc1Cl | 8.1 | -0.7
Cc1ccc(-c2nnnn2CS(=O)(=O)c2ccccc2)cc1 | 10.8 | -0.5
O=C(c1ccc(Cl)cc1)c1ccccc1C(=O)N1CCOCC1 | 15.2 | 0.0
CCOC(=O)CC(=O)NC1(Cc2ccc(O)cc2)CCCCC1 | 7.6 | -0.2
COc1ccc(N(C(=O)C2CCCCC2)S(=O)(=O)c2cccc3cccnc23)cc1 | 11.4 | 1.3
CN1CCN(c2nc(-c3ccccc3)nc(-c3ccc(F)cc3)c2C#N)CC1 | -3.3 | -2.8
O=C(NCCN1CCN(C(=O)c2ccc(F)cc2)CC1)C(=O)NCc1ccccc1 | 6.1 | -0.6
Cc1cc(NC(=O)NCc2ccccc2)c(=O)n(Cc2ccc(F)cc2)c1 | 20.0 | -1.3
O=C(c1ccccc1)c1ccc(C(=O)N2CCCC(C(F)(F)F)C2)cc1 (stereo unspecified) | 17.4 | -1.0
COc1cc(/C=N/NC(=O)C2CCN(CC(O)COCc3ccccc3)CC2)ccc1O (stereo unspecified) | 13.1 | -1.7
O=C(CN(c1ccc(F)cc1)S(=O)(=O)c1ccc2c(c1)OCCO2)NCc1ccncc1 | 15.9 | -0.3
Cc1cc(C)c2ccc(/C=N/O)nc2c1O | 17.0 | 0.9
Cc1ccc(CN2CCN(/N=C/c3cc(Br)cc(Br)c3O)CC2)cc1 | 0.5 | 1.0
CCOC(=O)C1C(=O)C=C(N2CCOCC2)CC1c1cccc(OC)c1 (stereo unspecified) | 12.9 | -3.2
COc1cc(C(=O)NNc2nc3cc4c(cc3s2)OCO4)cc(OC)c1OC | 9.0 | -1.1
CCOC(=O)c1oc2ccccc2c1CSc1nnc(-c2ccco2)o1 | 19.1 | 1.1
O=C(COc1ccc(-n2cnnn2)cc1)N1CCN(c2ccc(F)cc2)CC1 | 22.1 | -0.7
COC(=O)N/N=C(\C)c1ccccc1Br | 6.1 | -0.5
Cn1c(CNC(=O)Nc2ccccc2Cl)nnc1SCc1ccccc1 | 29.4 | -0.7

Structures from the list above that have a CF3 group, in the order listed:
SMILES | OX1R FRET antag | STK33 kinase inh
O=C(CCNC(=O)c1ccco1)Nc1cccc(C(F)(F)F)c1 | 7.4 | -1.1
O=C(c1ccccc1)c1ccc(C(=O)N2CCCC(C(F)(F)F)C2)cc1 (stereo unspecified) | 17.4 | -1.0

(more compounds)
SMILES | OX1R FRET antag | STK33 kinase inh
O=C(Nc1cccnc1)Nc1cccc(F)c1 | 18.4 | 0.6
CC(C)NC(=O)NC(=O)COC(=O)c1ccc(F)cc1F | 6.1 | .
O=C(COC(=O)CCc1ccc(S(=O)(=O)N2CCOCC2)cc1)NC(=O)NC1CCCCC1 | 14.4 | -1.7
O=C(Cn1c(CN2CCCCC2)nc2ccccc2c1=O)NC1CCCCC1 | 8.8 | -0.3
Nc1nc(-c2cc(O)ccc2[N+](=O)[O-])cc(-c2ccccc2)c1[N+](=O)[O-] | . | 28.1*
COc1cc(OC)c(NC(=S)NCc2ccccc2)cc1Cl | 22.5 | -1.3
Cc1nn(Cc2ccc(Cl)c(Cl)c2)c(C)c1NC(=O)c1sc2ccccc2c1Cl | 29.7 | 0.1
Cc1cc(C)cc(NS(=O)(=O)c2ccc3c(c2)C(C)(C)C(=O)N3C)c1 | 17.1 | -0.6
O=C(Nc1cccc2c1C(=O)NC2=O)c1cccc(N2C(=O)CCC2=O)c1 | 29.4 | 2.7
COc1ccccc1C(=O)NNC(=O)C(=O)NCc1ccccc1 | 30.8 | 0.2
CCc1ccc(NC(=O)CSc2nnc(Cc3cccn3C)n2-c2ccc(OC)cc2)cc1 | 9.7 | -0.1
Cc1ccc(-n2c(C)nn(Cc3ccc([N+](=O)[O-])cc3)c2=O)cc1 | 29.3 | -0.2
CCc1cc(=O)oc2c(C)c(OCC(=O)NCCCN3CCOCC3)ccc12 | 6.3 | -0.3
COCCN(CC(=O)NC1CCCCC1)C(=O)CSc1nc2ccccc2o1 | 20.9 | -2.5
O=C(CCC(=O)c1cccs1)NCCc1ccc(F)cc1 | 9.8 | .
CCC(=O)NCCNc1nc2cc(C)cc(C)c2cc1C#N | 20.2 | -1.9
CC(=O)Nc1ccc(NC(=O)C(C)OC(=O)/C=C/c2ccc3c(c2)OCO3)cc1 (stereo unspecified) | 13.8 | 0.0
